Bioassay records: PubChem, Johns Hopkins Ion Channel Center
CHT inh = human CHT choline transport inhibition | Q9GZV3 | CHT-expressing cells, membrane potential dye, choline response; hits give low values | B-score at 10 µM | actives 0.86% (n = 310,000) | AID 488975;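 active = B-score over 3 SD under the library average, and starting fluorescence ratio not unusually high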;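 note: choline stimulus applied at its EC90 after an EC20 pre-addition; B-score computed on integrated fluorescence ratio after choline addition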
KCNQ2 inh = KCNQ2 potassium channel inhibitors, primary screen, cell-based, CHO-K1, FluxOR thallium flux, B-score (AID 2156); O88943; 20 min; hits give low values; B-score at 10 µM; actives 1.1% (n = 310,000);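 active = fluorescence ratio B-score at most minus 3 library SDs, with starting brightness B-score within 2 library SDs, cut at about -5.5 in these data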
Target sequence (O88943 whole entry, looked up): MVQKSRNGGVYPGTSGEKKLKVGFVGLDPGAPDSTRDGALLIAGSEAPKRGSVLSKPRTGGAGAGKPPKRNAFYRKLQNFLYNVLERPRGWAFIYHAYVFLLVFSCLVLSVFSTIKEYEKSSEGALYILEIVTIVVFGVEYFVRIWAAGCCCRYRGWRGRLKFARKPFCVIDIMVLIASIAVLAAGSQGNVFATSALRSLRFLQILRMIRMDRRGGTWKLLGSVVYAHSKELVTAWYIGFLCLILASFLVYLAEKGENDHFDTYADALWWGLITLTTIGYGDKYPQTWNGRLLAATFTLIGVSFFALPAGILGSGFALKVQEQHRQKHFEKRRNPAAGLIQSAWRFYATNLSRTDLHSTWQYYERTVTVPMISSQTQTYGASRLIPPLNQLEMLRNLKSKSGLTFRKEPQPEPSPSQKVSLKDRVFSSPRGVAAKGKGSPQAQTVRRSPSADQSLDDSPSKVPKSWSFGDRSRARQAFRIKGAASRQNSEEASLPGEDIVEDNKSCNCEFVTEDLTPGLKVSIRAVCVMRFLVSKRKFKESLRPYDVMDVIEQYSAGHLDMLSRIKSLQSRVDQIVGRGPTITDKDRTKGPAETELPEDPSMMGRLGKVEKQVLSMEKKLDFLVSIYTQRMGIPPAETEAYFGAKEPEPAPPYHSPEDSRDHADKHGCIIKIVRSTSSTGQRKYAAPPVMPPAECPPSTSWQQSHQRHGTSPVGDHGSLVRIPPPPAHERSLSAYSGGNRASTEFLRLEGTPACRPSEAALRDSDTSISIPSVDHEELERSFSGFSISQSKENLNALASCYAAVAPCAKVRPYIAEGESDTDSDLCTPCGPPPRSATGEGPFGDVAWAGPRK
Kir21 inh = Kir2.1 (mouse) channel inhibition; P35561; HEK293-Kir2.1, FluxOR thallium flux fluorescence; hits give low values; B-score at 10 µM; actives 0.85% (n = 310,000); AID 1672;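 active = fluorescence ratio B-score at or below minus 3 SD of library scores, with starting-brightness B-score within 2 SD, cut at about -4.2 in these data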;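 note: channel flux triggered by added potassium and thallium sulfate stimulus; B-score of peak minus minimum fluorescence over baseline after thallium stimulus; more negative B-score means stronger Kir2.1 block with less thallium influx; some compounds called inactive have numbers as strong as hits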
An asterisk follows results filed as active; i = inactive; . = not tested or not shown.

SMILES	CHT inh	KCNQ2 inh	Kir21 inh
COc1cc2nc(NC(=O)c3ccc(Cl)cc3)[nH]c(=O)c2cc1OC	i	i	0.87
CCOc1ccc(Br)cc1CSC(=N)N	i	i	-1.31
CCCCC(OC(=O)c1cc2occc2n1C)C(=O)NCC1CCCO1 (stereo unspecified)	i	i	1.47
CC(C)CNC1CS(=O)(=O)CC1O (stereo unspecified)	i	i	0.35
Cc1ccc(-c2ccc(CCC(=O)O)n2-c2cccc(O)c2)cc1	i	i	1.08
CCOc1ccccc1CNC(=O)CCNC(=O)Cn1ccc2ccccc2c1=O	i	i	-0.44
CC(C)COc1ccc(C(=O)CCN2CCCCC2)cc1	i	i	0.06
Cc1nc(C2COc3ccccc3O2)sc1C(=O)O (stereo unspecified)	i	i	1.09
Cc1cccc(C(=O)O)c1NC(=O)Cc1cccc2ccccc12	i	i	0.06
CCCCn1c(NCCC)nc2c1c(=O)[nH]c(=O)n2C	.	i	-1.28
COc1ccc(NC(=O)CSc2nnc(COc3ccccc3)n2Cc2ccco2)cc1OC	i	i	2.11
CCCCNC(=O)c1onc(CSc2ccccc2)c1C(=O)NCCCC	i	i	0.91

Rewritten as labelled records: part of the list above.
> Cc1cccc(C(=O)O)c1NC(=O)Cc1cccc2ccccc12
- CHT inh = i
- KCNQ2 inh = i
- Kir21 inh = 0.06

> CCCCn1c(NCCC)nc2c1c(=O)[nH]c(=O)n2C
- CHT inh = .
- KCNQ2 inh = i
- Kir21 inh = -1.28

> COc1ccc(NC(=O)CSc2nnc(COc3ccccc3)n2Cc2ccco2)cc1OC
- CHT inh = i
- KCNQ2 inh = i
- Kir21 inh = 2.11

> CCCCNC(=O)c1onc(CSc2ccccc2)c1C(=O)NCCCC
- CHT inh = i
- KCNQ2 inh = i
- Kir21 inh = 0.91

The list goes on:
SMILES	CHT inh	KCNQ2 inh	Kir21 inh
CCC(C)N1CC23C=CC(O2)C(C(=O)OC)C3C1=O (stereo unspecified)	i	i	0.01
CSc1ccccc1NC(=O)Cc1ccc(Br)cc1	i	i	1.07
O=C(Nc1ccc(F)cc1)c1cccc(N2C(=O)C3C4CCC(C4)C3C2=O)c1 (stereo unspecified)	i	i	-0.98
CCCn1nnc(NC(=S)NC(=O)c2ccc(-c3ccc(Br)cc3)o2)n1	i	i	-0.04
CC(=O)N1c2ccc(S(=O)(=O)NCC3CCC(C(=O)N4CCCC(C)C4)CC3)cc2CC1C (stereo unspecified)	i	i	2.24
CC(=O)OCC1(C)CN(c2ccccc2)NC1=O (stereo unspecified)	i	i	1.89
COc1ccccc1CNC(=O)CSc1nc2ccccc2c(=O)n1CCCN1CCOCC1	i	i	0.09
Cc1c(NC2=C(Cl)C(=O)N(c3ccccc3)C2=O)c(=O)n(-c2ccccc2)n1C	i	i	-0.4
COc1ccc(NC(=O)CN2C(=O)NC3(CCCC3)C2=O)cc1	i	i	0.77
Cc1cc(NS(=O)(=O)c2ccc(NC(=O)COc3ccc(Cl)cc3)cc2)no1	i	i	-0.02
Cc1cc(N/N=C/c2ccc(F)cc2)nc(-n2nc(C)cc2C)n1	i	i	-1.17
O=C(NC(=S)NCc1ccccc1)c1ccc2c(c1)OCO2	i	i	-0.06
O=C(NC(Cc1ccccc1)C(=O)N1CCCCCC1)c1ccccc1 (stereo unspecified)	i	i	-0.97
Cc1ccc(CN2C(=O)c3ccccc3C2C(=O)NCC2CCCO2)cc1 (stereo unspecified)	i	i	0.63
COC(C)(C)[C@]12CC(O)(C(C)C)ON1[C@H]1CCCCC1N2O (stereo partly specified)	i	i	1.42
CC1CCN(C(=O)Cn2ncc3c([nH]c4ccccc43)c2=O)CC1	i	i	-1.54
O=C1CC(c2ccccc2)n2ncnc2N1 (stereo unspecified)	i	i	1.8
O=C(NCc1cccnc1)C1CC(c2cccc(Br)c2)=NO1 (stereo unspecified)	i	i	0.28
CCCCC(=O)Oc1cc(C)[nH]c(=O)c1[N+](=O)[O-]	i	i	-0.04
COc1ccccc1C(=O)CN1C(=O)NC2(CCc3ccccc32)C1=O (stereo unspecified)	i	i	-0.57
O=C(Nc1cccc([N+](=O)[O-])c1)Nc1ccc2c(c1)OCCO2	i	i	-0.12
CCCCNC(=S)N/N=C/c1ccccc1F	i	i	-0.08
COc1cccc(C2CC(c3cccs3)=NN2C(=O)CSc2nc3ccccc3s2)c1OC (stereo unspecified)	i	i	0.42
Cc1ccc(CSc2nnc(SCC(=O)N/N=C/C=C/c3ccccc3[N+](=O)[O-])s2)cc1	i	i	-0.13
Cc1ccc(-c2nnc(Nc3ccc4c(c3)OCO4)c3ccccc23)cc1S(=O)(=O)NCCO	i	i	0.31
CC(C)(C)C(=O)Nc1ccccc1N1CCN(C(=O)c2ccc(Cl)cc2)CC1	i	i	1.65
CC1CC(C)CN(CCCNC(=O)CN2C(=O)CSc3ccc(S(=O)(=O)N4CCCCC4)cc32)C1 (stereo unspecified)	i	i	-0.76
COc1cc(F)ccc1CN1CCC(C(=O)Nc2ccc(Oc3ccccc3)nc2)CC1	i	i	-0.96
CCOC(=O)c1sc(NC(=O)Nc2ccc(Cl)cc2)cc1C	i	i	0.91
COc1cccc(CN2CC(C(=O)NCCCc3ccc(C)cc3)CCC2=O)c1 (stereo unspecified)	i	i	-1.63
CN(CC(=O)Nc1cccc(F)c1)C(=O)Cn1cnc2c1c(=O)n(C)c(=O)n2C	i	i	0.54
CCOc1ccc(-n2c(=O)c3c4c(sc3n(CC(=O)NCc3ccco3)c2=O)CCC4)cc1	i	i	0.04
Cc1cc2nc(-c3ccc(SCC(=O)N4CCc5ccccc54)nc3)[nH]c2cc1C	i	i	-0.78
O=C(Cc1cccc2ccccc12)OCn1nnc2ccccc2c1=O	i	i	0.04
COC(=O)c1c(NC(=O)CCN2CCOCC2)sc2c1CCCC2	i	i	0.11
O=C(c1sccc1Cl)N1CCN(Cc2ccc3c(c2)OCO3)CC1	i	i	0.55
CCCn1nc(NC(=O)c2cccs2)c2cc3cccc(C)c3nc21	i	i	0.35
COc1ccc(S(=O)(=O)N2CCN(C(=O)C3CC3)CC2)cc1	i	i	2.41
COc1ccc(-c2cc(=O)c3cc(OC)ccc3[nH]2)cc1	i	i	1.05
O=C(/C=C/c1ccc(Cl)c([N+](=O)[O-])c1)Nc1cccc(NC(=O)c2ccco2)c1	i	i	-0.5
Cc1cc(C)n(-c2nc(NCCN(C)C)c3c4c(sc3n2)CCCC4)n1	i	i	-3.56
CCc1ccc(S(=O)(=O)NCc2csc(-c3cccnc3)n2)s1	i	i	-3.85
CN1C(=O)/C(=C\c2ccc(OC(=O)c3ccco3)cc2)SC1=S	i	i	-0.48
CC1(C)CC(=O)C(C=NCCN2CCN(C(=O)c3ccc(F)cc3)CC2)=C(O)C1	i	i	-0.08
O=C(NCCNC(=O)c1ccccc1Br)c1ccccc1Br	i	i	-0.03
CC(C)CCNC(=O)C1CCC(CNS(=O)(=O)c2cccc3nsnc23)CC1 (stereo unspecified)	i	i	0.92
COc1ccc(-c2nnc(SC3CCOC3=O)n2C2CCCCC2)cc1OC (stereo unspecified)	i	i	-0.36
CN(CCNC(=O)c1ccc(CS(=O)(=O)c2c(Cl)cccc2Cl)o1)CCc1ccccc1	i	i	-2.08
COc1ccc(Br)cc1C(=O)Nc1cccc(C)c1	i	i	1.16
Fc1ccc2nc(Nc3nc4c(s3)CCCC4)sc2c1	i	i	-0.64
CCn1c(-c2ccccc2O)n[nH]c1=S	i	i	-0.89
O=C(Nc1ccccc1F)c1ccc(-c2cccc([N+](=O)[O-])c2)o1	i	i	0.05
COC(=O)c1cc2ccsc2n1Cc1cc(=O)n2ccccc2n1	i	i	-0.34
COC(=O)c1cc(NC(=O)CSc2nnc(CN3CCOCC3)n2C)ccc1Cl	i	i	1.21
CC(C)Sc1nc2c(c(=O)[nH]1)C(c1cccs1)C1=C(CC(C)(C)CC1=O)N2 (stereo unspecified)	-5.78*	i	1.51
COc1ccc(OCCCC(=O)N(C)CC(=O)Nc2c(C)cccc2C)cc1	i	i	-1.42
O=C(NC1CCCCC1)C(c1ccccc1F)N(Cc1ccco1)C(=O)Cn1nnc2ccccc21 (stereo unspecified)	i	i	0.21
CN(/N=C/c1ccc2c(c1)OCO2)c1nc(N2CCOCC2)nc(N2CCOCC2)n1	i	i	0
Nc1nc2ccc(C(=O)NCCOC(=O)C3CCCCC3)cc2s1	i	i	0
Cc1ccc2c(CN3CCC(C)CC3)cc(=O)oc2c1C	i	i	0.01

Following part.
SMILES	CHT inh	KCNQ2 inh	Kir21 inh
Cc1[nH]nc2nc(SCC(=O)NC3CCCCC3)n(-c3ccc(Br)cc3)c(=N)c12	i	i	0.35
O=C(O)CCn1cc(C2CC(c3ccccc3)=NN2c2ccccc2)c(-c2ccccc2)n1 (stereo unspecified)	i	i	-0.47
COc1cccc(C(C(=O)NC(C)(C)C)N(C(=O)CCC(=O)Nc2cc(C)on2)C(C)(C)C)c1OC (stereo unspecified)	i	i	-0.99
Cc1nc(-c2ccccc2)nn1-c1ccc([N+](=O)[O-])cc1	i	i	-0.68
COc1ccc(NC(=S)N2CCN(S(C)(=O)=O)CC2)cc1OC	i	i	-0.83
Cc1cccc(NC(=O)NC(=O)c2ccccc2)n1	i	i	0.96
Cc1c(C(=O)N(Cc2ccc(N(C)C)cc2)CC2CCCO2)oc2ccccc12 (stereo unspecified)	i	i	1.58
CNc1ccccc1C(C)(C)c1cc(-c2cccc(OC)c2)no1	i	i	-0.3
COc1ccc(OC)c(N/C(C)=C/C(=O)c2ccccc2)c1	i	i	0.57
CC12CCC(=O)N1C(C(=O)Nc1nc(-c3cc(F)ccc3F)cs1)CS2 (stereo unspecified)	i	i	0.02
C/C(=N\NC(=O)c1ccco1)c1cccc2ccccc12	i	i	-0.26
CCOc1ccc(S(=O)(=O)N2CCC(C(=O)NC3CCCC3)CC2)cc1	i	i	0.18
COc1ccc(N2CCN(C(=O)CNC(=O)c3cccs3)CC2)cc1	i	i	0.19
NC(=O)c1nsc(C(=O)N(c2ccccc2)C(C(=O)NCC2CCCO2)c2ccc3ncccc3c2)c1N (stereo unspecified)	i	i	2.14
CCC(=O)N1c2ccc(S(=O)(=O)NCCc3ccc(C)cc3)cc2CC1C (stereo unspecified)	i	i	0.22
Cc1ncc(CSc2ccc(Cl)cc2)c(CO)c1O	i	i	-0.54
Cc1ccsc1C(=O)N1CCN(c2ccccn2)CC1	i	i	0.41
NC(=O)c1cc(NC(=O)CCNS(=O)(=O)c2cccc(C(F)(F)F)c2)cc(C(N)=O)c1	i	i	-0.82
C=CCn1c(SCC(=O)Nc2cccc(OC)c2)nnc1-c1cccnc1	i	i	1.38
CCCSc1nc2c(=O)[nH][nH]c(=O)c2n1Cc1ccccc1	i	i	1.4
Cc1cc2ncn(-c3nnnn3-c3ccccc3)c2cc1C	i	i	-0.72
CCn1cc(CNC(=O)C2CCC(=O)N(C3CCCCCC3)C2)cn1 (stereo unspecified)	i	i	-0.02
Cc1ccccc1NC(=O)COc1coc(CN2CCN(Cc3ccccc3)CC2)cc1=O	i	i	-0.01
Cc1c(Cl)cccc1-n1c(-c2cccnc2)n[nH]c1=S	i	i	1.46

Some of the entries so far, with two lines to a compound.
The line under a structure holds: CHT inh	KCNQ2 inh	Kir21 inh
Cc1ccsc1C(=O)N1CCN(c2ccccn2)CC1
 : i	i	0.41
NC(=O)c1cc(NC(=O)CCNS(=O)(=O)c2cccc(C(F)(F)F)c2)cc(C(N)=O)c1
 : i	i	-0.82
C=CCn1c(SCC(=O)Nc2cccc(OC)c2)nnc1-c1cccnc1
 : i	i	1.38
CCCSc1nc2c(=O)[nH][nH]c(=O)c2n1Cc1ccccc1
 : i	i	1.4

(more compounds)
SMILES	CHT inh	KCNQ2 inh	Kir21 inh
Cc1cc(N2C(=O)C3C4CC(c5ccccc5)C(C4)C3C2=O)no1 (stereo unspecified)	i	i	-1.96
COc1cccc(Nc2nc3ccccc3nc2-n2nc(C)cc2C)c1	i	i	0.11
CCOc1cc(/C=C2\C(=O)ON=C2c2ccccc2)cc(Br)c1O	-5.56*	i	-7.29*
CCC(C)NC(=O)C(=O)NC1CCCC1 (stereo unspecified)	.	i	-2.46
CCOC(=O)C1CCN(C(=S)Nc2cccc(C)c2C)CC1	i	i	0.7
Cc1cc(Cl)ccc1OCCCC(=O)NCc1ccncc1	i	i	-0.55
Cn1c(CNC(=O)CNS(=O)(=O)c2ccccc2)cc(=O)n(C)c1=O	i	i	-0.72
CCOC(=O)c1nn(-c2ccc(OCC)cc2)c(C)c1C(C)=O	i	i	-0.59
Cn1nnc(NC(=O)c2cccc(OCc3ccccc3)c2)n1	i	i	-0.73
O=C(CSc1ncn[nH]1)c1ccccc1	i	i	-0.01
Cc1nc(N2CCOCC2)[nH]c(=O)c1C(O)C(Cl)(Cl)Cl (stereo unspecified)	i	i	-1.91
Cc1ccc2nc(SCC(=O)Nc3ccc4c(c3)OCCO4)nc(=O)n2c1	i	i	-0.73

Entries shown so far that have a tert-butyl group, in the order listed:
SMILES	CHT inh	KCNQ2 inh	Kir21 inh
CC(C)(C)C(=O)Nc1ccccc1N1CCN(C(=O)c2ccc(Cl)cc2)CC1	i	i	1.65
COc1cccc(C(C(=O)NC(C)(C)C)N(C(=O)CCC(=O)Nc2cc(C)on2)C(C)(C)C)c1OC (stereo unspecified)	i	i	-0.99

Continued:
SMILES	CHT inh	KCNQ2 inh	Kir21 inh
O=C(NCC1CCCN1S(=O)(=O)c1cccs1)c1cccc([N+](=O)[O-])c1 (stereo unspecified)	i	i	0.31
COCCNC(=O)C12CC3CC(CC(Cl)(C3)C1)C2	i	i	0.24
Cc1cc(=O)oc2cc(OCC(=O)OCc3nnc(-c4ccccc4)o3)ccc12	i	i	1.7
Cn1c(=O)c2ncn(CC(=O)Nc3nc(-c4ccc(Cl)cc4)cs3)c2n(C)c1=O	i	i	0.62
